TRb SRC2 PPI = TRbeta-SRC2 interaction inhibition | P10828 | TRbeta-SRC2 peptide binding, fluorescence polarization; receptor liganded with 1 µM T3 | Potency, µM (top dose mostly 106 µM), without a hit: at the highest dose activity change, negative = inhibition, actives largely listed as inhibitors | 280,000 compounds, 0.065% hits;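 note: plate controls were bound peptide for no effect and peptide without receptor for full effect; nearly all actives have a fitted effect of over 50% in size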
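A fluorescence polarization screen tested compounds at multiple concentrations against complex formation between 0.6 uM TRb ligand-binding domain and 20 nM Texas Red SRC2 peptide, with 1 uM T3 present; readout after 5 hr.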
GoLoco inh red = blocks human Gai1 binding to RGS12 GoLoco peptide, red readout; Potency, µM (highest dose often 61.6 µM), for inactives: top-dose activity, negative = inhibition, actives largely listed as inhibitors; Gai1:RGS12 GoLoco peptide FP, rhodamine, 10 min; 230,000 compounds, 0.44% hits; P63096; active = well fitted inhibition curve with a large enough effect, not every such curve was filed as active; inactive = no such curve, though single readings can be large or run the other way; note: nearly all actives have a fitted effect of over 30% in size; many of its hits are not listed in these tables
Target sequence (P63096 whole entry, looked up): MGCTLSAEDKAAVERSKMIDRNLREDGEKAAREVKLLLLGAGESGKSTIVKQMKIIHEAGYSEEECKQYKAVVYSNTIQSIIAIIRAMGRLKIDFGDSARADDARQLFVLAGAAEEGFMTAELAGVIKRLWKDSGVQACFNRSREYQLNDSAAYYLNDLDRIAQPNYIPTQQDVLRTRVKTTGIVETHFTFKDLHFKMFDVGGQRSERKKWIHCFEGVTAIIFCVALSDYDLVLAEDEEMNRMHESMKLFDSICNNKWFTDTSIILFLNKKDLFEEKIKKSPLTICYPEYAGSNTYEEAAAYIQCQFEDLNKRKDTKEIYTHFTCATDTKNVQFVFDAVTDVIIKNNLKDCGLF
L3MBTL1 block = inhibitors of human L3MBTL1 | AlphaScreen L3MBTL1–H3K9me1 peptide binding | Potency, µM (doses to about 57.1 µM), for the others: top-dose activity, negative = inhibition, most hits filed as inhibitors | Q9Y468 | AID 485360 | 230,000 compounds, 0.66% hits; note: nearly all actives have a fitted effect of over 60% in size
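Displacement of a biotinylated histone H3(1-15) peptide monomethylated at Lys9 (75 nM) from L3MBTL1 (50 nM) was measured by AlphaScreen after a 30 min room-temperature compound incubation; cefsulodin titration served as intraplate control.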
GAA glycogen mod = alters human alpha-glucosidase cleavage of glycogen; Potency, µM (top dose mostly 76.4 µM), for the others: at the top dose activity change, negative = inhibition, hits mostly inhibitors; 300,000 compounds, 0.38% hits; recombinant GAA, glycogen substrate, Amplex Red glucose oxidase fluorescence; AID 2100;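 note: 0% = full enzyme reaction and -100% = no-enzyme basal signal; the screen sought inhibitors and activators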
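Recombinant human enzyme (4 nM); glycogen substrate; 37 C, 40 min, pH 5.0. Readout: coupled glucose oxidase/Amplex Red fluorescence.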
GAA spleen mod = lysosomal alpha-glucosidase (human) modulation; Potency, µM (doses to about 79.9 µM), for inactives: at the top dose activity change, negative = inhibition, most hits filed as inhibitors; 240,000 compounds, 0.006% hits; AID 2112; human spleen homogenate, 4-MU-alpha-glucoside fluorescence; P10253;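 note: 0% = enzyme with vehicle and -100% = no enzyme basal signal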
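AC50 values come from Hill-equation fits of concentration-response data, normalized to no-enzyme and full-activity controls. Enzyme source: 1 ug human spleen homogenate; 1 mM fluorogenic 4-MU glucoside, pH 5.0 citrate buffer, 37 C, 40 min.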
GAA inh = blocks human lysosomal alpha-glucosidase; purified human GAA, 4-MU-alpha-glucoside fluorescence; Potency, µM (highest dose often 76.9 µM), inactives show top-dose activity change, negative = inhibition, most hits filed as inhibitors; 200,000 compounds, 0.005% hits;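 note: plate controls were uninhibited enzyme wells for no effect and no-enzyme background for full effect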
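Enzyme (4 nM final) mixed with compound (up to 77 uM), then 4-MU-alpha-D-pyranoside (400 uM final) added; 20 min at room temperature, pH 5.0. Reaction stopped at pH 10, fluorescence read, AC50 derived by Hill fit.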
RECQ1 helicase = RECQ1 (human) helicase inhibition | RECQ1 DNA unwinding, red fluorescence kinetic read | Potency, µM (doses to about 57.3 µM), inactives show at the top dose activity, negative = inhibition, most hits filed as inhibitors | 240,000 compounds, 0.54% hits | AID 2549;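 note: plate controls were vehicle for no effect and no enzyme for full effect; nearly all actives have a fitted effect of over 30% in size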
Target sequence (P46063 whole entry, looked up): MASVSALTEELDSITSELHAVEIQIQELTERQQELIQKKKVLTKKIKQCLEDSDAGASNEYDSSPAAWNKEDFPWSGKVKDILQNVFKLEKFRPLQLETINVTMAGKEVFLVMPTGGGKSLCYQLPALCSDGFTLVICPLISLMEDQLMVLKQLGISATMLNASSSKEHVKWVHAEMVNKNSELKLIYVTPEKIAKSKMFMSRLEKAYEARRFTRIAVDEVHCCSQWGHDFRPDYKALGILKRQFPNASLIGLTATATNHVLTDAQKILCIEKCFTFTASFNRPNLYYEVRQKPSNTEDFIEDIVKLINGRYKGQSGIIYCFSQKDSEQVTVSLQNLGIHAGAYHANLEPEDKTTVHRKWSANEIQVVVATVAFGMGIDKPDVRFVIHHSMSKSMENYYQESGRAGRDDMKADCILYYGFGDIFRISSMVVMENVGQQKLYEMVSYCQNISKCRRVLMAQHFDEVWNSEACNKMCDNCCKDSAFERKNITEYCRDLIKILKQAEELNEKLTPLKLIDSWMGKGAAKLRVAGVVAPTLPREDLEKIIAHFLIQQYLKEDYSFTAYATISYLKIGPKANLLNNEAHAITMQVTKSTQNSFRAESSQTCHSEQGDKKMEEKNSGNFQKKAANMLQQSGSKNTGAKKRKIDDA
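50 nM RECQ1T1 preincubated 15 min with compound in Tris pH 8.0 buffer with MgCl2, DTT, Tween-20 and 2.5 ug/ml poly(dI-dC); started with 200 nM TAMRA/BHQ-2 forked duplex and 2 mM ATP. Unwinding read as fluorescence (525/598 nm), two reads 2 h apart.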
TexasRed fluor = Texas Red fluorescence interference in TRb-SRC2 counter-screen; TRb/SRC2 Texas Red total fluorescence interference; Potency, µM (highest dose often 106 µM), for inactives: at the highest dose fluorescence change, negative = quenching; 280,000 compounds, 0.29% hits; AID 1479; active = well fitted curve in either direction with a large enough effect; inconclusive = small, poorly fitted or top-dose-only effect
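Human TRb ligand-binding domain at 0.6 uM with 20 nM Texas Red SRC2 peptide in Tris buffer containing 1 uM T3 and 5% DMSO, incubated with compound 5 h at ambient temperature. Total fluorescence (555/632 nm) calculated as parallel + 2 × perpendicular.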
Numbers without * were called inactive; i = inactive; ? = inconclusive; nt = not tested or not shown; & = joins results of further samples; [ ] = remark or other dose. Unless noted, calls come from the whole dose curve; as a rule, active = well fitted curve in the direction sought with a large enough effect; inconclusive = small, poorly fitted or top-dose-only effect, or another doubt; inactive = no such curve, though single readings can be large; an effect the other way counts as inactive or inconclusive. Unless noted, % is set by controls: 0 for no effect and ±100 for the full control effect; potency is the fitted concentration of half-maximal effect. A portion of the library. The share of hits here may be higher or lower than overall.

Sequence of screens – TRb SRC2 PPI	GoLoco inh red	L3MBTL1 block	GAA glycogen mod	GAA spleen mod	GAA inh	RECQ1 helicase	TexasRed fluor
CCN(CC)C(=O)C1CC(=O)N(c2ccc(OC)cc2)C1c1ccc(OC)cc1 (stereo not drawn)
 : -23%	-25%	39%[activator]	9%	3%	10%	-10%	1%
Cc1c(NC(=O)c2cccc(NC(=O)c3ccco3)c2)cccc1C(=O)O
 : 2%	5%	nt	6%	1%	?	0%	-1%
Cc1cc(C)nc(Sc2ccc3nnnn3n2)n1
 : 2%	6%	7%	1%	-1%	-7%	-1%	-2%
O=C(CSc1nnc(Cc2cc(=O)[nH]c(=O)[nH]2)n1-c1ccc(Cl)cc1)NCC1CCCO1 (stereo not drawn)
 : -4%	-2%	nt	4%	-6%	-5%	-16%	-1%
CN(C)C(=O)c1ccc(-c2cncnc2NCCN2CCOCC2)cc1
 : 3%	-1%	nt	nt	7%	nt	-5%	-1%
O=c1nc(NCc2ccco2)sc2ncccc12
 : -11%	-4%	nt	2%	-6%	-1%	-6%	-2%
Nc1nnc(SCC(=O)Nc2ccccc2N2CCOCC2)s1
 : 0%	5%	-3%	-1%	-3%	4%	-1%	-5%
COc1ccc(Oc2ccc(/C=N/NC(=O)c3cccnc3)cc2[N+](=O)[O-])cc1
 : 4%	12%	-9%	-7%	-3%	-3%	-17%	-1%
C/C(=N\O)C1(C)N(O)C(C)(C)C(c2ccco2)=[N+]1[O-] (stereo not drawn)
 : 4%	-4%	20%	-30%	1%	-2%	-1%	-5%
Cc1ccc2[nH]c(=O)c(COC(=O)C3CCCCC3)cc2c1
 : -4%	5%	0%	1%	-20%	nt	-6%	0%
O=C(CSc1nc2ncc(Cl)cc2[nH]1)NC1CCS(=O)(=O)C1 (stereo not drawn)
 : -13%	5%	-14%	10%	-5%	9%	-12%	0%
CCOC(=O)C1=C(N)OC2=C(C(=O)CC(C)(C)C2)C1c1ccco1 (stereo not drawn)
 : 3%	9%	-7%	1%	-2%	-8%	3%	-1%
CC(=O)Nc1ccc(S(=O)(=O)N2CCN(Cc3ccccn3)CC2)cc1
 : -5%	-6%	nt	5%	-8%	-14%	-4%	-4%
CCOC(=O)/C(C#N)=C\c1ccc(N2CCN(C/C=C/c3ccccc3)CC2)cc1
 : -1%	209%[activator]	14%	-8%	2%	-15%	-8%	7%
COc1ccc(C2CC(c3ccc4ccccc4c3)=NN2C(=O)CSc2ncccn2)cc1 (stereo not drawn)
 : 1%	nt	-11%	3%	-3%	-4%	-7%	-2%
CCN1C(=O)c2ccc(C(=O)NCc3ccc4c(c3)OCO4)cc2C1=O
 : -14%	3%	?	-1%	0%	-8%	-1%	-4%
CCOC(=O)Cn1c(-c2cccnc2Cl)nc2cc(C)c(C)cc21
 : -2%	3%	4%	1%	0%	-1%	-8%	0%
CCOc1ccc(-c2cnc(N)n2C)cc1
 : 0%	9%	-3%	15%	-14%	-9%	-1%	-1%
CSc1ccc(Cl)c(C(=O)NCC(C)C)c1
 : -7%	-12%	1%[11.4 µM]	-15%	-4%	-7%	i	1%
CC(C)(C)NC(=O)NC(=O)CN1CCCCC1
 : -2%	2%	1%	9%	-8%	-6%	-7%	-2%
C#CCOCCOCCOCCNc1nc(N2CCN(C(=O)[C@H](Cc3ccc(O)cc3)n3cc([C@@H](N)C(C)CC)nn3)CC2)nc(N2CCN(C(=O)[C@H](Cc3cc4ccccc4[nH]3)n3cc([C@@H](N)Cc4ccc(O)cc4)nn3)CC2)n1 (stereo partly drawn)
 : 8%	0%	nt	0%	-1%	nt	?	-2%
COc1ccc(C2(O)CCN(C(=O)c3ccc4c(c3)OCO4)CC2)cc1
 : -4%	2%	nt	5%	1%	-6%	-1%	0%
O=C(N/N=C/c1ccco1)c1ccc(NC(=O)C2CC2)cc1
 : 9%	16%	-8%	20%	11%	11%	i	-1%
CCC(=O)N1c2ccccc2NC2=C(C(=O)CCC2)C1c1ccccc1 (stereo not drawn)
 : 2%	1%	nt	-3%	7%	?	i	2%
COc1ccc(-n2cnc3cc(NCc4cccs4)ccc32)cc1
 : -2%	-2%	?	-13%	-6%	-11%	-21%	-4%
COc1cccc(-c2nnc(SCC(N)=O)n2-c2ccc(Cl)cc2)c1
 : -13%	-9%	-3%	4%	-10%	-2%	5%	-1%
Cc1n[nH]c(C)c1S(=O)(=O)N(CC(=O)N1CCc2ccccc21)c1ccc(C(C)C)cc1
 : 3%	8%	0%	8%	-3%	-2%[15.4 µM]	-7%	3%
O=C(Nc1ccccc1)N1CCCN(c2ccc(C(F)(F)F)cc2[N+](=O)[O-])CC1
 : 8%	31%[activator]	-15%	0%	3%	nt	-7%	-1%
Nc1nc2n(n1)C(c1cccs1)CC(c1ccccc1)N2 (stereo not drawn)
 : -4%	5%	-3%	12%	0%	?	i	-3%
Cc1cc(NC(=O)CC(F)(F)F)n(-c2ccccc2)n1
 : 5%	2%	10%	31%	7%	1%	8%	-1%
CC(C)OC(=O)CSc1nnc(-c2cccnc2)n1Cc1ccccc1
 : -4%	7%	-10%	10%	7%	-4%	-1%	-4%
C=CCNC(=S)Nc1cccc2[nH]ncc12
 : -3%	11%	18%	-14%	5%	1%	2%	-1%
CN1C(=O)C(CC(N)=O)N(NC(=O)c2ccc(Cl)cc2)C1=S (stereo not drawn)
 : 0%	-27%	8%	-13%	-9%	-2%	-6%	1%
CCc1cccc(OCCOCCN2CCCC2)c1
 : -2%	0%	nt	8%	0%	-13%	-13%	0%
Cc1cccc(N=Nc2c(C)nn(-c3ccccc3)c2N)c1C
 : 6%	7%	?	-2%	-14%	-11%	-13%	-2%
Cc1nc2c(=O)n(-c3ccc(F)c(Cl)c3)nc(C)c2s1
 : 0%	-1%	14%	11%	1%	-12%	i	-6%
Cc1cc(/C=C(\C#N)c2nnc(N3CCOCC3)n2-c2ccccc2)c(C)n1-c1ccccc1
 : -1%	9%	-9%	5%	-11%	2%	i	2%
COc1ccc(CCC(=O)NCc2cnn(C)c2)cc1
 : -5%	8%	-8%[11.4 µM]	6%	-3%	7%	6%	-3%
O=C(N/N=C1\CC2CC=CC12)c1ccccc1Cl (stereo not drawn)
 : 0%	7%	6%	-1%	-15%	3%	0%	-1%
Cc1ccc(OCC(=O)N2CCc3ccccc3C2)c([N+](=O)[O-])n1
 : -4%	4%	0%	-9%	-2%	12%	i	-3%
Cc1ccc(-c2cc(C(=O)N/N=C/c3c(C)nn(C)c3C)c3ccccc3n2)cc1C
 : 0%	-11%	nt	1%	-3%	-4%	-2%	-1%
CNC(=S)N1CCC(n2cnc3ccccc32)CC1
 : 2%	6%	6%	-5%	5%	-1%	i	-5%
O=c1cc(-c2ccccc2Cl)oc2c([N+](=O)[O-])c(O)cc(O)c12
 : 10%&1%	17%[88.7 µM]	-14%	5%	1%[119 µM]	2%	0%[81.1 µM]	-5%&-4%
Cc1nc(NC(=O)CN2CCC(O)(c3ccc(F)cc3)CC2)sc1C
 : 4%	6%	nt	-1%	-1%	nt	6%	-3%
Cc1nc2c(O)cccc2cc1CO
 : 0%	-5%	-8%	-19%	-5%	nt	-1%	-5%

Sorted by formula weight (ascending): some entries from above
Sequence of screens – TRb SRC2 PPI	GoLoco inh red	L3MBTL1 block	GAA glycogen mod	GAA spleen mod	GAA inh	RECQ1 helicase	TexasRed fluor
Cc1nc2c(O)cccc2cc1CO
 : 0%	-5%	-8%	-19%	-5%	nt	-1%	-5%
O=C(N/N=C1\CC2CC=CC12)c1ccccc1Cl (stereo not drawn)
 : 0%	7%	6%	-1%	-15%	3%	0%	-1%
CCc1cccc(OCCOCCN2CCCC2)c1
 : -2%	0%	nt	8%	0%	-13%	-13%	0%
CNC(=S)N1CCC(n2cnc3ccccc32)CC1
 : 2%	6%	6%	-5%	5%	-1%	i	-5%
Cc1cccc(N=Nc2c(C)nn(-c3ccccc3)c2N)c1C
 : 6%	7%	?	-2%	-14%	-11%	-13%	-2%
Cc1nc2c(=O)n(-c3ccc(F)c(Cl)c3)nc(C)c2s1
 : 0%	-1%	14%	11%	1%	-12%	i	-6%
O=c1cc(-c2ccccc2Cl)oc2c([N+](=O)[O-])c(O)cc(O)c12
 : 10%&1%	17%[88.7 µM]	-14%	5%	1%[119 µM]	2%	0%[81.1 µM]	-5%&-4%
CN1C(=O)C(CC(N)=O)N(NC(=O)c2ccc(Cl)cc2)C1=S (stereo not drawn)
 : 0%	-27%	8%	-13%	-9%	-2%	-6%	1%
Cc1ccc(-c2cc(C(=O)N/N=C/c3c(C)nn(C)c3C)c3ccccc3n2)cc1C
 : 0%	-11%	nt	1%	-3%	-4%	-2%	-1%
Cc1cc(/C=C(\C#N)c2nnc(N3CCOCC3)n2-c2ccccc2)c(C)n1-c1ccccc1
 : -1%	9%	-9%	5%	-11%	2%	i	2%

Screens deposited in PubChem BioAssay by National Center for Advancing Translational Sciences (NCATS).
